HTR5A ag ctr – activates human HTR5A in OPRM1-OPRD1 agonist counter-screen; HTR5A agonist assay, luminescence, cell-based; activation, % at 9.3 µM; 340,000 compounds, 0.61% hits; in the data active means activation mostly above about 9.5%, no sharp cut-off; inactive means mostly below about 7.6%;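 further: 0% = cells with vehicle only and 100% = reference agonist; strong numbers were not always called active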
MITF TRPM1 HTS – MITF TRPM1 promoter activation in melanoma cells; SK-MEL-5 TRPM1-promoter luciferase, 24 h; % of positive control, neutral wells = 0; activation, % at 12.5 µM; 300,000 compounds, 0.75% hits;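 active means mean activation of at least 80% with every replicate also reaching 80%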;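 further: 0% = neutral control wells and 100% = parthenolide positive control wells; values of inactives mirror those of a sister screen read the other way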
dFosB activator – activators of mouse delta FosB homodimer | purified delta FosB, TAMRA-CDK5 oligo fluorescence polarization; percent of positive-control signal above neutral wells | activation, % at 25 µM | 340,000 compounds, 0.99% hits;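 active means mean activation above about 17%, with every replicate also reaching it, limit read from the data, passing the limit was not always enough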;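 further: fluorescence polarization rise as delta FosB binds a TAMRA Cdk5 AP-1 oligo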
HTR5A inv ag – counter-screen for OPRM1-OPRD1 inverse agonists: human HTR5A inverse agonism; P47898; HTR5A cell line, luminescence; inhibition, % at 9.3 µM; 340,000 compounds, 0.083% hits; AID 504634; in the data active means inhibition mostly above about 23%, no sharp cut-off; inactive means mostly below about 18%;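 further: 0% = cells with DMSO and 100% = no-cell wells with DMSO; some compounds called inactive have numbers as strong as hits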
V-ATPase pHluor – alters yeast V-ATPase proton transport; response, % at 10 µM; S. cerevisiae, pHLuorin cytosolic pH fluorescence; 350,000 compounds, 0.37% hits; in the data active means response mostly above about 7.3%, no sharp cut-off; inactive means mostly below about 5.4%; further: actives read high; inactives centre near 0; some compounds called inactive have numbers as strong as hits; reference of the scale not given here
SR-BI HDL uptake – blocks mouse SR-BI lipid uptake from DiI-HDL | Q61009 | ldlA[mSR-BI] CHO cells, DiI-HDL uptake fluorescence, 3 h | inhibition, % at 12.5 µM | 320,000 compounds, 0.96% hits;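 active means mean replicate inhibition of at least 70% and a set share of replicates each scoring 70 or more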;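 further: 0% = median of neutral control wells and 100% = median of positive control wells; values of inactives mirror those of a sister screen read the other way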
Target sequence (Q61009 whole entry, looked up): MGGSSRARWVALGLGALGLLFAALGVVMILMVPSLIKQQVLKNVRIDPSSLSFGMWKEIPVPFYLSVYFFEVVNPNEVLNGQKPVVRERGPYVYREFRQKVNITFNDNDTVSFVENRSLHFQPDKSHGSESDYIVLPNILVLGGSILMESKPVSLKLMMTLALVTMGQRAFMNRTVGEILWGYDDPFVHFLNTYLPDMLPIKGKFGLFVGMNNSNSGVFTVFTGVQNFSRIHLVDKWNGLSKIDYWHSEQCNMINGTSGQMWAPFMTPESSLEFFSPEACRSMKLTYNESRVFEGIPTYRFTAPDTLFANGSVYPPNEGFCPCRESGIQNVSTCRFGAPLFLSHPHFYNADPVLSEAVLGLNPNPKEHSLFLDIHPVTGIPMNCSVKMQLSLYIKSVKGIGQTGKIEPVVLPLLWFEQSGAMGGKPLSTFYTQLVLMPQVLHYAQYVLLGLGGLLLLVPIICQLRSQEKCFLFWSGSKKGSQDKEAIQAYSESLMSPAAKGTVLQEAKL
Wnt act – Wnt/beta-catenin pathway activation; Wnt/beta-catenin reporter cell assay, activator, plate reader; activation, % at 9.35 µM; 300,000 compounds, 1.2% hits; in the data active means activation above about 30%, passing the limit was not always enough;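 further: 0% = neutral control wells and 100% = positive control wells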
PvdQ inh – blocks Pseudomonas aeruginosa PvdQ acylase activity; purified PvdQ acylase, fluorescence plate reader; 340,000 compounds, 0.063% hits; inhibition, % at 10 µM; AID 488965; in the data active means inhibition above about 30%, passing the limit was not always enough;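 further: 0% = vehicle neutral wells and 100% = reference inhibitor wells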
NSD2 HMT inh – NSD2 (human) methyltransferase inhibition; O96028; NSD2 peptide methylation, AlphaScreen, 120 min; inhibition, % at 12.5 µM; 310,000 compounds, 0.54% hits; AID 743445; in the data active means inhibition above about 50%
CDK5 inh – blocks human CDK5/p35 kinase activity; inhibition, % at 10 µM; Recombinant CDK5/p35, ADP-Glo luminescence, 60 min; 330,000 compounds, 0.01% hits; Q00535+Q15078;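 active means highest replicate inhibition of at least 50% and at least 75% of replicates reaching 50%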;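 further: plate controls were DMSO neutral control for no effect and GW8510 at 10 µM for full effect; many of its hits are not listed in these tables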
Target sequence (Q00535 whole entry, looked up): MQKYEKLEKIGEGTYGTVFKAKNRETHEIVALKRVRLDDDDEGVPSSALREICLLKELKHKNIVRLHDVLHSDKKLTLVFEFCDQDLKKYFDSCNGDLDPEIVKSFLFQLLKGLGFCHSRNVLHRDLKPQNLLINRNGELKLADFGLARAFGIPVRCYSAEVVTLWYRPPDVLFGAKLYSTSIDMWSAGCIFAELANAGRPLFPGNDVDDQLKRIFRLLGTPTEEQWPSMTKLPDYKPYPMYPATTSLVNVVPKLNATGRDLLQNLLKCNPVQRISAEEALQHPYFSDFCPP
Target sequence (Q15078 whole entry, looked up): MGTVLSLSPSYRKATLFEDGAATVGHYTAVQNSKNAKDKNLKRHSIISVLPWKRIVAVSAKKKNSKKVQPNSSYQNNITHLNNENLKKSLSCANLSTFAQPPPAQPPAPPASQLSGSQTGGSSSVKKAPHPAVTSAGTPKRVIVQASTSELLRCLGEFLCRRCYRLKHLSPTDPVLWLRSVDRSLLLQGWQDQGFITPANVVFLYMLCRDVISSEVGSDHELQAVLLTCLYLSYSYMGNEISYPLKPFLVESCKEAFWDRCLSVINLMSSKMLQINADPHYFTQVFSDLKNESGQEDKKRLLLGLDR
* hit, by the source's call.

Screening COc1ccc(/C=C2\C(=O)NC(=S)N2C(=O)c2ccc(F)cc2)cc1 returned HTR5A ag ctr -1, MITF TRPM1 HTS -13, dFosB activator -8, HTR5A inv ag 3, V-ATPase pHluor -3, SR-BI HDL uptake 10, Wnt act 24, PvdQ inh 4, NSD2 HMT inh 2 and CDK5 inh -0.6.
Screening C[C@@H]1CN([C@@H](C)CO)C(=O)c2cccc(NC(=O)C3CCCCC3)c2O[C@@H]1CN(C)Cc1ccc(Cl)c(Cl)c1 returned HTR5A ag ctr -2, MITF TRPM1 HTS -11, dFosB activator -23, HTR5A inv ag -21, V-ATPase pHluor 0, SR-BI HDL uptake -18, Wnt act -9, PvdQ inh -14 and CDK5 inh -1.3.
Screening Cc1nnc(SCC(=O)Nc2ccc(Oc3ccccc3)cc2)n1N returned HTR5A ag ctr -1, dFosB activator -4, HTR5A inv ag 4, V-ATPase pHluor -3, SR-BI HDL uptake 4, PvdQ inh 1, NSD2 HMT inh 1 and CDK5 inh -0.2.
CCc1ccc(C2NC(=O)c3ccccc3O2)cc1 (stereo not drawn) was read as HTR5A ag ctr 0, MITF TRPM1 HTS 6, dFosB activator 12, HTR5A inv ag 1, V-ATPase pHluor -3, SR-BI HDL uptake 8, Wnt act -1, PvdQ inh 1, NSD2 HMT inh 2 and CDK5 inh 0.4.
Screening CCCc1nc(N)c(C#N)c(-c2cccnc2)c1CC returned HTR5A ag ctr 6, MITF TRPM1 HTS 4, dFosB activator 2, HTR5A inv ag -16, V-ATPase pHluor -1, SR-BI HDL uptake -9, Wnt act 1, PvdQ inh 15 and CDK5 inh -0.1.
For COc1ccc(NC(=O)CCCNC(=O)c2ccc(Cl)cc2)cc1S(=O)(=O)N1CCOCC1 the results were HTR5A ag ctr 4, MITF TRPM1 HTS 8, dFosB activator -1, HTR5A inv ag -14, V-ATPase pHluor -1, SR-BI HDL uptake 7, Wnt act 1, PvdQ inh -1, NSD2 HMT inh -1 and CDK5 inh 0.3.
O=S(=O)(NCC(c1ccco1)N1CCN(c2ccc(F)cc2)CC1)c1ccc2c(c1)OCCO2 (stereo not drawn) was read as HTR5A ag ctr 0, MITF TRPM1 HTS -24, dFosB activator -3, HTR5A inv ag -24, V-ATPase pHluor 1, SR-BI HDL uptake 19, Wnt act -7, PvdQ inh 1, NSD2 HMT inh 0 and CDK5 inh -1.0.
`COc1ccc2nc(N3CCCC3)[nH]c2c1` gave HTR5A ag ctr 0, MITF TRPM1 HTS 15, dFosB activator -2, HTR5A inv ag -14, V-ATPase pHluor -2, SR-BI HDL uptake -1, PvdQ inh -9, NSD2 HMT inh 7 and CDK5 inh 0.3.
Screening Cc1ccc(S(=O)(=O)C(C#N)c2nc3ccccc3nc2OCCO)cc1 (stereo not drawn) returned HTR5A ag ctr 2, MITF TRPM1 HTS 14, dFosB activator -9, HTR5A inv ag -6, V-ATPase pHluor 2, SR-BI HDL uptake 8, Wnt act -9, PvdQ inh 10, NSD2 HMT inh 0 and CDK5 inh 2.1.
For O=C(Nc1ccc(F)cc1)Nc1nnc(-c2ccncc2)s1 the results were HTR5A ag ctr 5, MITF TRPM1 HTS 16, dFosB activator 10, HTR5A inv ag 29, V-ATPase pHluor 3, SR-BI HDL uptake -15, PvdQ inh -5, NSD2 HMT inh -1 and CDK5 inh -1.0.

2 entries picked at random from those above, as already listed:
Screening CCCc1nc(N)c(C#N)c(-c2cccnc2)c1CC returned HTR5A ag ctr 6, MITF TRPM1 HTS 4, dFosB activator 2, HTR5A inv ag -16, V-ATPase pHluor -1, SR-BI HDL uptake -9, Wnt act 1, PvdQ inh 15 and CDK5 inh -0.1.
Screening COc1ccc(/C=C2\C(=O)NC(=S)N2C(=O)c2ccc(F)cc2)cc1 returned HTR5A ag ctr -1, MITF TRPM1 HTS -13, dFosB activator -8, HTR5A inv ag 3, V-ATPase pHluor -3, SR-BI HDL uptake 10, Wnt act 24, PvdQ inh 4, NSD2 HMT inh 2 and CDK5 inh -0.6.

Remaining list, next part.
For CC(C)CN1CCC(=O)NC1=S the results were HTR5A ag ctr 0, MITF TRPM1 HTS -7, dFosB activator 0, HTR5A inv ag -1, V-ATPase pHluor -1, SR-BI HDL uptake -19, Wnt act -4, PvdQ inh -11, NSD2 HMT inh -1 and CDK5 inh 1.5.
CCN1CCN(S(=O)(=O)c2ccc(Cl)c(C(=O)N(C)C(c3ccccc3)c3ccccc3)c2)CC1 was read as HTR5A ag ctr -4, MITF TRPM1 HTS -9, dFosB activator -8, HTR5A inv ag -12, V-ATPase pHluor 1, SR-BI HDL uptake -2, Wnt act 2, PvdQ inh -10, NSD2 HMT inh 4 and CDK5 inh -0.6.
`CCOC(=O)CC(=O)CSc1nc2c(sc(=S)n2-c2ccccc2)c(=O)[nH]1` gave HTR5A ag ctr 0, MITF TRPM1 HTS 7, dFosB activator -4, HTR5A inv ag -32, V-ATPase pHluor 6, SR-BI HDL uptake -4, PvdQ inh 3 and CDK5 inh 1.8.
`COc1cccc(COC(=O)C2CCN(S(=O)(=O)c3cccs3)CC2)c1OC` gave HTR5A ag ctr 5, MITF TRPM1 HTS 24, dFosB activator -10, HTR5A inv ag -13, V-ATPase pHluor 0, SR-BI HDL uptake -14, Wnt act -2, PvdQ inh 3, NSD2 HMT inh -1 and CDK5 inh 0.4.
For CCOc1ccc(N(CC(=O)NCc2ccccc2)S(C)(=O)=O)cc1 the results were HTR5A ag ctr -2, MITF TRPM1 HTS 40, dFosB activator 2, HTR5A inv ag -15, V-ATPase pHluor -1, SR-BI HDL uptake -9, PvdQ inh -11, NSD2 HMT inh 0 and CDK5 inh -1.1.
For Cc1cccc(OCC(O)Cn2c(=N)n(CCN3CCCCC3)c3ccccc32)c1 (stereo not drawn) the results were dFosB activator -16, V-ATPase pHluor 1, SR-BI HDL uptake 4, Wnt act -14, PvdQ inh -18, NSD2 HMT inh 12 and CDK5 inh 1.8.
`O=C(CC1C(=O)NCCN1C/C=C/c1ccccc1)NCCc1cnccn1` (stereo not drawn) gave HTR5A ag ctr 3, MITF TRPM1 HTS -2, dFosB activator -7, HTR5A inv ag 5, V-ATPase pHluor 1, SR-BI HDL uptake -11, Wnt act -1, PvdQ inh -3, NSD2 HMT inh 0 and CDK5 inh -1.4.
Screening COc1ccc(N2CCN(C(=O)c3c(C)nn(-c4ccccc4)c3C)CC2)cc1 returned HTR5A ag ctr 5, MITF TRPM1 HTS -6, dFosB activator -1, HTR5A inv ag -11, V-ATPase pHluor -2, SR-BI HDL uptake 9, PvdQ inh -7, NSD2 HMT inh 3 and CDK5 inh -2.4.
For CCOc1ccccc1/C=N/N1CCN(Cc2ccccc2)CC1 the results were HTR5A ag ctr 1, dFosB activator -6, HTR5A inv ag -2, V-ATPase pHluor 3, SR-BI HDL uptake 5, Wnt act -2, PvdQ inh 6, NSD2 HMT inh 11 and CDK5 inh 0.5.
Screening OCCN1CCN(c2ncnc3ccc(Br)cc23)CC1 returned HTR5A ag ctr -1, MITF TRPM1 HTS -17, dFosB activator -6, HTR5A inv ag 4, V-ATPase pHluor -5, SR-BI HDL uptake -8, Wnt act -7, PvdQ inh 10 and CDK5 inh 3.4.
Cc1nc2ncnn2c(N2CCC(C(=O)NC3CCCC3)CC2)c1Cc1ccccc1 was read as HTR5A ag ctr 3, MITF TRPM1 HTS -9, dFosB activator -9, HTR5A inv ag -15, V-ATPase pHluor -2, SR-BI HDL uptake 26, Wnt act -3, PvdQ inh -1, NSD2 HMT inh 2 and CDK5 inh 0.8.
For COc1ccccc1N/C(N)=N/c1nc(C(F)(F)F)cc(=O)[nH]1 the results were HTR5A ag ctr 4, MITF TRPM1 HTS -19, dFosB activator -6, HTR5A inv ag -6, V-ATPase pHluor 0, SR-BI HDL uptake 9, Wnt act -1, PvdQ inh -13, NSD2 HMT inh -4 and CDK5 inh 1.4.
`CC(C)=CC(=O)Nc1nnc(C(C)C)s1` gave HTR5A ag ctr -1, MITF TRPM1 HTS 36, dFosB activator 4, HTR5A inv ag 0, V-ATPase pHluor -2, SR-BI HDL uptake -15, PvdQ inh -7, NSD2 HMT inh -3 and CDK5 inh 2.1.
Screening Cc1ccc(CC2C(=O)N(c3ncccn3)C(=O)C2C)cc1 (stereo not drawn) returned HTR5A ag ctr 1, MITF TRPM1 HTS 8, dFosB activator -3, HTR5A inv ag -2, V-ATPase pHluor 3, SR-BI HDL uptake 13, Wnt act -3, PvdQ inh -16 and CDK5 inh 1.0.
CCOc1ccc(N(C(C)C(=O)Nc2cccnc2)S(C)(=O)=O)cc1 (stereo not drawn) was read as HTR5A ag ctr 1, MITF TRPM1 HTS 1, dFosB activator -3, HTR5A inv ag -11, V-ATPase pHluor -1, SR-BI HDL uptake 6, Wnt act 0, PvdQ inh -2, NSD2 HMT inh -1 and CDK5 inh 1.2.
Clc1cccc2c3c([nH]c12)CCNC3 was read as HTR5A ag ctr 0, MITF TRPM1 HTS -3, dFosB activator -6, HTR5A inv ag -2, V-ATPase pHluor 2, SR-BI HDL uptake 4, Wnt act -2, PvdQ inh -13, NSD2 HMT inh 2 and CDK5 inh -1.4.
`O=C(Cn1cncn1)NCc1cccc(C(F)(F)F)c1` gave HTR5A ag ctr 1, MITF TRPM1 HTS 2, dFosB activator 3, HTR5A inv ag -7, V-ATPase pHluor -2, SR-BI HDL uptake 16, Wnt act 0, PvdQ inh -11, NSD2 HMT inh -2 and CDK5 inh -3.8.
`NC1=NS(=O)(=O)NC1c1ccc(Cl)cc1` (stereo not drawn) gave HTR5A ag ctr -3, dFosB activator 4, HTR5A inv ag 5, V-ATPase pHluor -6, SR-BI HDL uptake -24, Wnt act 3, PvdQ inh 6, NSD2 HMT inh 0 and CDK5 inh 2.8.
For COC(=O)CNc1cccc(C(F)(F)F)c1 the results were HTR5A ag ctr -1, MITF TRPM1 HTS 16, dFosB activator -5, HTR5A inv ag 3, V-ATPase pHluor -3, SR-BI HDL uptake -25, Wnt act -3, PvdQ inh -3, NSD2 HMT inh -9 and CDK5 inh 0.0.
CC(O)c1cccc(NC(=O)CC(c2ccccc2)c2ccccc2)c1 (stereo not drawn) was read as HTR5A ag ctr 6, MITF TRPM1 HTS -14, dFosB activator -17, HTR5A inv ag -21, V-ATPase pHluor 2, SR-BI HDL uptake 44, Wnt act 1, PvdQ inh -8, NSD2 HMT inh -4 and CDK5 inh 0.5.
For CCCC(=O)N1CCN(c2ccc(NC(=O)c3ccc([N+](=O)[O-])o3)cc2)CC1 the results were HTR5A ag ctr -4, MITF TRPM1 HTS -89, dFosB activator -2, HTR5A inv ag 10, V-ATPase pHluor 0, SR-BI HDL uptake 19, Wnt act -8, PvdQ inh 26, NSD2 HMT inh 2 and CDK5 inh 1.0.
Screening N/C(Cc1ccc([N+](=O)[O-])cc1)=N\OC(=O)C1CCCCC1 returned HTR5A ag ctr 0, MITF TRPM1 HTS 13, dFosB activator 3, HTR5A inv ag 1, V-ATPase pHluor -2, SR-BI HDL uptake -8, Wnt act 4, PvdQ inh 0, NSD2 HMT inh 2 and CDK5 inh -1.2.
Screening CCN(CC)c1ccc(/C=C2/C(=O)c3ccc(C(=O)O)cc3C2=O)cc1 returned HTR5A ag ctr -5, MITF TRPM1 HTS 53, dFosB activator -12, HTR5A inv ag 35, V-ATPase pHluor 8, SR-BI HDL uptake -22, Wnt act 15, PvdQ inh -14, NSD2 HMT inh 26 and CDK5 inh 6.2.
COCCN(C(=O)CSc1nnc(-c2ccccc2F)n1N)c1c(N)n(Cc2ccccc2)c(=O)[nH]c1=O was read as HTR5A ag ctr 8, MITF TRPM1 HTS 2, dFosB activator -3, HTR5A inv ag -21, V-ATPase pHluor 5, SR-BI HDL uptake -13, Wnt act 0, PvdQ inh 6, NSD2 HMT inh 0 and CDK5 inh 3.7.

High-throughput results deposited in PubChem by several laboratories.
